BAZ2B block: inhibitors of human BAZ2B bromodomain. Q9UIF8. AlphaScreen BAZ2B-H3K14Ac peptide displacement. Potency, µM (titrated, usually from 114 µM), without a hit: at the top dose activity change, negative = inhibition, most hits filed as inhibitors. actives 4.4% (n = 360,000); also: nearly all actives have a fitted effect of over 60% in size
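Complex of BAZ2B and biotin-H3K14Ac (50 nM apiece) forms over 30 min at RT, then faces library compounds up to 110 uM for another 30 min; AlphaScreen beads added, 20 min dark incubation, luminescence read.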
BLM inh: Bloom syndrome helicase (human) inhibition; P54132; recombinant BLM DNA unwinding, fluorescence dequenching; Potency, µM (titrated, usually from 56.1 µM), for the others: top-dose activity change, negative = inhibition, actives largely listed as inhibitors; actives 0.2% (n = 350,000); AID 2528;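 also: plate controls were vehicle for no effect and no enzyme for full effect; nearly all actives have a fitted effect of over 35% in size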
G9a block: inhibitors of human histone lysine methyltransferase G9a | actives 8.8% (n = 350,000) | AID 504332 | Potency, µM (titrated, usually from 102 µM), inactives show top-dose activity, negative = inhibition, usual class: inhibitors | G9a H3K9 monomethylation, AlphaScreen, 2 h; also: nearly all actives have a fitted effect of over 75% in size
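Quantitative HTS format: methyltransferase activity on a biotin-tagged H3K9 peptide is measured by AlphaScreen, using a rabbit anti-monomethyl-H3K9 antibody with streptavidin donor and anti-IgG acceptor beads. Final levels are 20 nM enzyme, 500 nM peptide, 20 uM SAM; 2 h RT.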
* = called active by the depositor; ? = inconclusive; [ ] = another dose, or the depositor's remark. Calls follow the shape of the dose curve; as a rule, active = well fitted curve in the direction sought with a large enough effect; inconclusive = small, poorly fitted or top-dose-only effect, or another doubt; inactive = no such curve, though single readings can be large; an effect the other way counts as inactive or inconclusive. Unless noted, % is scaled to controls: 0 for no effect and ±100 for the full control effect; potency is read from the fitted curve at half-maximal effect.

Results follow in this order: BAZ2B block	BLM inh	G9a block
> COc1ccc(N2C(=O)[C@@H]3[C@H](C2=O)[C@H](C(=O)c2ccc(OC(C)=O)cc2)N2N=CC=C[C@@H]32)cc1
    ?	-9%	3.5µM*
> CCn1c(C)nc2cc(C(=O)N=Nc3c(O)[nH]c4ccccc34)ccc21
    1%	-3%	22%[59 µM]
> COc1ccc(S(=O)(=O)CCC(=O)Nc2cccc(OC)c2)cc1
    -12%	-5%	-28%
> COc1nc2cc(C)ccc2cc1-c1noc(-c2cccnc2)n1
    10%	3%	16%
> CCCn1c(=O)c2ccccc2n2c(SCC(=O)c3ccc(F)cc3)nnc12
    12%	4%	3%[2.33 µM]
> CCOC(=O)c1ccc(-n2c(CC)nc3ccccc3c2=O)cc1
    -1%	-3%	10%
> O=C(O)c1cc2c(ccc3ccccc32)oc1=O
    -2%	2%	?
> O=C(OCc1nc2ccccc2s1)c1cc2ccccc2oc1=O
    -29%	-9%	14%[59 µM]
> CCOC(=O)CCCCC(=O)c1[nH]c(=O)[nH]c1C[n+]1ccccc1
    -8%	0%	?
> Nc1ccc(Sc2cc(Cl)nc(N)n2)cc1
    12%	-6%	?
> COc1cc(-c2ccc(NC(=O)NC3CC3)c(OC)c2)ccc1NC(=O)NC1CC1
    -3%	-3%	-36%
> CC(C)CCNC(=O)c1ccc(-c2ccccc2)cc1
    -4%	-3%	29%
> CCOC(=O)c1c(-c2ccc(OCC)cc2)csc1NC(=O)CCN1C(=O)c2ccccc2C1=O
    -9%	1%	-3%[59 µM]
> CCCOc1ccc(NC(=O)C2OC3OC(C)(C)OC3C3OC(C)(C)OC23)cc1 (configuration not stated)
    4%	1%	-2%
> Cc1ccc(NC(=O)c2ccccc2OCC(=O)Nc2cccc(Cl)c2C)nc1
    ?	-3%	-9%
> O=C(Cc1ccccc1[N+](=O)[O-])OCc1cccc([N+](=O)[O-])c1
    -39%	-4%	-36%
> CC(=O)NC(=S)c1c(N)n(Cc2ccccc2)c(=O)n(C)c1=O
    8%	-4%	?
> COC(=O)c1ccc2c(c1)N(Cc1cc(C)ccc1C)C(=O)c1ccccc1S2=O (configuration not stated)
    -4%	0%	4%
> CN(C)c1ccc(/C=c2\sc3nc(-c4ccccc4)nn3c2=O)cc1
    2%	2%	11%[12.7 µM]
> Cc1ccc2c(c1)SC1=NC(c3ccccc3)(C(F)(F)F)NC(=O)N12 (configuration not stated)
    8%	-4%	5%[2.33 µM]
> COc1ccc2nc(Nc3nc(CSc4nnc(C)s4)cc(=O)[nH]3)nc(C)c2c1
    0%	3%	3%
> Cc1sc2nc(C3CC3)nc(SCC(=O)N3CCCc4ccccc43)c2c1C
    5%	-8%	1%[59 µM]
> Cc1nc2cc(-c3cccc(Cl)c3)nn2c(N2CCN(C(=O)c3ccco3)CC2)c1C
    8%	-4%	-13%[59 µM]
> O=C(CSc1ccc(-c2cccnc2)nn1)N1CCCc2ccccc21
    -9%	-15%	-6%
> CC(=O)Oc1ccc(Cl)cc1/C=C/c1cc(OC(C)=O)c2ccccc2n1
    -9%	3%	2%[59 µM]
> O=C1N/C(=C\c2nc3ccccc3s2)c2ccccc21
    -28%	-6%	6%
> Clc1ccc(C2C3=C(Nc4ncnn42)c2ccccc2CC3)cc1 (configuration not stated)
    -9%	-7%	-45%[12.7 µM]
> O=C1CSC(c2ccccc2)N1Cc1ccccc1 (configuration not stated)
    -36%	-3%	-4%
> Cc1cc2cc(CCNC(=O)c3c(-c4ccccc4Cl)noc3C)c(=O)[nH]c2cc1C
    9%	2%	-29%
> CC1=C(C#N)c2nc(N)c(C#N)c(C)c2/C1=C\c1ccc(C)cc1
    ?	-28%	-3%[0.501 µM]

Some of the entries so far, as tab-separated lines.
canonical_smiles	BAZ2B block	BLM inh	G9a block
COc1ccc(N2C(=O)[C@@H]3[C@H](C2=O)[C@H](C(=O)c2ccc(OC(C)=O)cc2)N2N=CC=C[C@@H]32)cc1	?	-9%	3.5µM*
CCn1c(C)nc2cc(C(=O)N=Nc3c(O)[nH]c4ccccc34)ccc21	1%	-3%	22%[59 µM]
COc1ccc(S(=O)(=O)CCC(=O)Nc2cccc(OC)c2)cc1	-12%	-5%	-28%

Following part
Results follow in this order: BAZ2B block	BLM inh	G9a block
> Cc1nc2ccc(NC(=O)Cn3cnc4c3c(=O)n(C)c(=O)n4C)cc2s1
    14%	2%	2%
> COc1ccc(CCNC(=O)C2CCCCC2C(=O)O)cc1OC (configuration not stated)
    8%	-3%	25%
> CCNC(=O)CC1C(=O)N(c2ccc(OC)cc2)C(=S)N1CCc1ccncc1 (configuration not stated)
    1%	-4%	-37%
> O=[N+]([O-])c1ccc(O)c(C=Nc2ccc3oc(Cc4ccc(Cl)cc4)nc3c2)c1
    ?	-9%	28µM*
> Cc1ccc(-c2nnc(SCC(=O)N/N=C/c3ccccc3C(=O)O)n2-c2ccccc2)cc1
    -2%	-13%	-31%
> Cc1cc(NC(=O)c2cc3nc4c(c(C(F)(F)F)n3n2)CCc2ccccc2-4)no1
    22%	0%	-1%[59 µM]
> CC1(C)NC(=O)N(CC(=O)Nc2cc(S(=O)(=O)N3CCOCC3)ccc2N2CCOCC2)C1=O
    -33%	0%	-24%
> COc1ccc(CNc2ccc3c(c2)CCC3)cc1OC
    ?	-4%	40µM*
> COc1ccc(CCNC(=O)C2CCC(CNS(=O)(=O)c3ccccc3)CC2)cc1OC (configuration not stated)
    -8%	-5%	-2%
> Cc1cc2c(c(=O)n1-c1ccccc1)C1O[C@](c3ccsc3)(Cc3cc(C#N)ccc31)O2
    ?	-11%[12.4 µM]	0%[2.33 µM]
> CCN(C(=O)c1cc2ccccc2o1)C12CC3CC(CC(C3)C1)C2
    0%	1%	-14%
> O=C(Cn1c(=O)c(=O)n(Cc2ccccc2)c2ccc(Cl)cc21)Nc1cc(F)ccc1F
    -17%	-4%	-4%
> CC(C)Sc1n[nH]c2nc3c(c(=O)n12)C1(CCCC1)Cc1ccccc1-3
    -2%	1%	?
> CCN1C(=O)/C(=c2\s/c(=C3\Sc4ccccc4N3C)c(=O)n2C)N(C)C1=S
    -29%	-4%	-35%
> COc1ccc(/C=C/C(=O)c2sc(-c3ccc(Cl)cc3)nc2C)cc1
    -37%	-1%	-33%
> CCOC(=O)C1=C(C)OC(N)=C(C#N)C1c1c(C)nn(-c2ccc(C)cc2)c1Cl (configuration not stated)
    ?	-7%	?
> O=C1c2ccc3c4c(ccc(c24)C(=O)N1Cc1cccnc1)C(=O)N(Cc1cccnc1)C3=O
    ?	-4%	-5%[59 µM]
> COC(=O)[C@@H]1CC[C@H](C)[C@@H](c2ccc(C)cc2)N1C(=O)c1ccc(/C=N/O[C@@H](C)c2cn([C@H](CO)Cc3ccccc3)nn2)cc1
    -28%	-13%	?
> CC(C)CCNC(=O)[C@H](CC(C)C)NC(=O)[C@H]1O[C@@H]1C(=O)O
    2%	-4%	35µM*
> Cc1ccc(/C=C2\SC(N3CCCC3)=NC2=O)cc1
    -2%	0%	5%
> Cc1nc(SCC(=O)NCc2ccco2)c2c(=O)n(C)c(=O)n(CC(C)C)c2n1
    -7%	-9%	7%[12.7 µM]
> Cc1cc(Cl)ccc1OCC(=O)n1cc(C(=O)c2cc(Cl)ccc2O)cn1
    -8%	-1%	79µM*
> Cc1ccc2nc3c(cc(C#N)c(=O)n3CC3CCCO3)c(=O)n2c1 (configuration not stated)
    9%	-3%	?
> CN1CCc2nc(SCC(=O)Nc3ccc(F)cc3)c(C#N)cc2C1
    -3%	-2%	6.3µM*
> COc1ccc(N(CC(=O)N/N=C(\C)c2cccs2)S(=O)(=O)c2ccccc2)cc1Cl
    -18%	-1%	-1%
> Cc1ccc2nc3sc(-c4nnc(-c5ccccc5[N+](=O)[O-])o4)c(N)c3cc2c1
    5%	-6%	?
> COC(=O)c1ccc(C)c(NC(=O)Cc2ccc([N+](=O)[O-])cc2)c1
    -9%	-9%	9%
> N=C1C(c2nc3ccccc3c(=O)[nH]2)=C(O)CN1c1ccccc1
    12%	0%	7%
> Cn1nnnc1SCC(=O)Nc1ccc(Cl)cc1Cl
    2%	-1%	0%[59 µM]
> O=C(CSc1nc(C2CC2)nc2ccccc12)NCc1ccc2c(c1)OCO2
    -4%	-6%	?
> CCCCNc1n[n+](C)c(-c2cccc(C)c2)s1
    49%[activator]	-8%	?
> CN(C=O)CP(=O)(O)CN1CCCCC1
    -1%[57.1 µM]	-1%	-12%[12.7 µM]
> CCc1nc(SCC(=O)Nc2ccc(Br)cn2)n[nH]1
    -15%	0%	1%
> Cc1cc2c(c(=O)n1Cc1ccccc1)C1O[C@](c3ccsc3)(Cc3cc(C#N)ccc31)O2
    -37%[22.9 µM]	-7%[12.4 µM]	17%[2.33 µM]
> COc1ccc(C(=O)CC(c2ccccc2)S(=O)(=O)c2ccc(C)cc2)cc1 (configuration not stated)
    2%	0%	16%[59 µM]
> CC(=O)Nc1ccc2c(c1)OCCOCCOc1cc(NC(C)=O)ccc1OCCOCCOCCO2
    -7%	-1%	28%[12.7 µM]
> N#CC1(c2ccc(NC(=O)c3ccccc3)cc2)CCCC1
    8%	-6%	7%[12.7 µM]
> Cc1cccc(NC(=O)Cn2c(=O)n(CCc3c[nH]c4ccccc34)c(=O)c3cccnc32)c1
    -35%	-4%	-6%
> CCC(C)C(NC(=O)C1CCC(C)CC1)C(=O)NC1CCN(Cc2ccccc2)CC1 (configuration not stated)
    0%	-4%	-25%
> C#CCOCCOCCOCCNc1nc(N2CCN(C(=O)[C@H]([C@@H](C)CC)n3cc([C@@H](N)CO)nn3)CC2)nc(N2CCN(C(=O)[C@H]([C@@H](C)CC)n3cc([C@@H](N)CO)nn3)CC2)n1
    22µM*	-11%	-4%[12.7 µM]
> O=C(CSc1nncn1-c1ccccc1)Nc1cccc(S(=O)(=O)N2CCCCC2)c1
    1%	-8%	-12%[59 µM]
> COC(=O)Cn1c(=NC(=O)c2ccc([N+](=O)[O-])s2)sc2cc(Br)ccc21
    -34%	-10%	?
> CCC(CC)C(=O)NCCc1cc2ccc(C)c(C)c2[nH]c1=O
    10%	4%	-31%
> CS(=O)(=O)Nc1ccccc1C(=O)N1CCN(c2ccccc2)CC1
    9%	1%	?

In the list so far, these contain a halogen.
Results follow in this order: BAZ2B block	BLM inh	G9a block
> CCCn1c(=O)c2ccccc2n2c(SCC(=O)c3ccc(F)cc3)nnc12
    12%	4%	3%[2.33 µM]
> Nc1ccc(Sc2cc(Cl)nc(N)n2)cc1
    12%	-6%	?
> Cc1ccc(NC(=O)c2ccccc2OCC(=O)Nc2cccc(Cl)c2C)nc1
    ?	-3%	-9%
> Cc1ccc2c(c1)SC1=NC(c3ccccc3)(C(F)(F)F)NC(=O)N12 (configuration not stated)
    8%	-4%	5%[2.33 µM]
> Cc1nc2cc(-c3cccc(Cl)c3)nn2c(N2CCN(C(=O)c3ccco3)CC2)c1C
    8%	-4%	-13%[59 µM]
> CC(=O)Oc1ccc(Cl)cc1/C=C/c1cc(OC(C)=O)c2ccccc2n1
    -9%	3%	2%[59 µM]
> Clc1ccc(C2C3=C(Nc4ncnn42)c2ccccc2CC3)cc1 (configuration not stated)
    -9%	-7%	-45%[12.7 µM]
> Cc1cc2cc(CCNC(=O)c3c(-c4ccccc4Cl)noc3C)c(=O)[nH]c2cc1C
    9%	2%	-29%
> O=[N+]([O-])c1ccc(O)c(C=Nc2ccc3oc(Cc4ccc(Cl)cc4)nc3c2)c1
    ?	-9%	28µM*
> Cc1cc(NC(=O)c2cc3nc4c(c(C(F)(F)F)n3n2)CCc2ccccc2-4)no1
    22%	0%	-1%[59 µM]
> O=C(Cn1c(=O)c(=O)n(Cc2ccccc2)c2ccc(Cl)cc21)Nc1cc(F)ccc1F
    -17%	-4%	-4%
> COc1ccc(/C=C/C(=O)c2sc(-c3ccc(Cl)cc3)nc2C)cc1
    -37%	-1%	-33%
> CCOC(=O)C1=C(C)OC(N)=C(C#N)C1c1c(C)nn(-c2ccc(C)cc2)c1Cl (configuration not stated)
    ?	-7%	?
> Cc1cc(Cl)ccc1OCC(=O)n1cc(C(=O)c2cc(Cl)ccc2O)cn1
    -8%	-1%	79µM*
> CN1CCc2nc(SCC(=O)Nc3ccc(F)cc3)c(C#N)cc2C1
    -3%	-2%	6.3µM*
> COc1ccc(N(CC(=O)N/N=C(\C)c2cccs2)S(=O)(=O)c2ccccc2)cc1Cl
    -18%	-1%	-1%
> Cn1nnnc1SCC(=O)Nc1ccc(Cl)cc1Cl
    2%	-1%	0%[59 µM]
> CCc1nc(SCC(=O)Nc2ccc(Br)cn2)n[nH]1
    -15%	0%	1%
> COC(=O)Cn1c(=NC(=O)c2ccc([N+](=O)[O-])s2)sc2cc(Br)ccc21
    -34%	-10%	?

Assay outcomes from PubChem.

This is a subset, so the mix of outcomes need not match the whole.
